Bioassay records (PubChem BioAssay)
S1P3 antagonist: S1P3 receptor antagonists, primary screen, cell-based | CHO S1P3 NFAT-BLA reporter, FRET fluorescence, antagonist mode | Sphingosine 1-phosphate receptor 3 (Homo sapiens), Q99500 | actives 0.27% (n = 170,000) | inhibition, % at 4.98 µM;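 active means inhibition above the plate cutoff, the mean inhibition of test wells on that plate plus 3 SD, cut at about 28% in these data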;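 further: cells challenged with S1P at its EC80 of 0.8 µM; blue over green emission ratio from cleaved BLA substrate after 4 h stimulation; 0% = S1P-stimulated wells and 100% = unstimulated DMSO-only wells; some compounds past the cut are filed as inactive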
Target sequence (Q99500 whole entry, looked up): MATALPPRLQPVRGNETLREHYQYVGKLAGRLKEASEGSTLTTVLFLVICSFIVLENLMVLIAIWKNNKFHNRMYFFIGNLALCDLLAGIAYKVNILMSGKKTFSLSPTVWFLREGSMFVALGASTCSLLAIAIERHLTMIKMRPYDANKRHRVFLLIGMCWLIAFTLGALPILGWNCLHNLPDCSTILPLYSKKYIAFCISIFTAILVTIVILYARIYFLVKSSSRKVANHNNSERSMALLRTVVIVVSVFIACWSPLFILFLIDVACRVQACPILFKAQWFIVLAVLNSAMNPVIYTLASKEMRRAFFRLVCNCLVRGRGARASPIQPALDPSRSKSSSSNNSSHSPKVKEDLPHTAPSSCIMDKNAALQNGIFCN
PPARg SRC-1 ag: PPARgamma agonists recruiting SRC-1 coactivator, primary screen, biochemical | Peroxisome proliferator-activated receptor gamma (Homo sapiens), P37231 | PPARgamma-SRC-1 coactivator recruitment biochemical assay | activation, % at 8 µM | actives 0.41% (n = 200,000); in the data active means activation above about 19%;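 further: 0% = DMSO and 100% = reference agonist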
Lmaj promast: Leishmania major promastigote growth inhibition, primary screen; actives 9% (n = 200,000); inhibition, % at 10 µM; AID 1063, 2008; Leishmania major promastigotes, resazurin fluorescence viability; in the data active means inhibition above about 50%;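 further: promastigotes grown with compound for 44 hours at 28 °C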
RAM network inh: inhibitors of the yeast RAM network, primary screen, dse1pr::URA3 reporter, 5-FOA selection; actives 1.8% (n = 190,000); inhibition, % at 50 µM; S. cerevisiae dse1pr::URA3 reporter, 5-FOA growth OD615, 2 d; analog-sensitive cbk1-as2 kinase mutant strain;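 active means inhibition above a set limit, 3 SD over mean compound inhibition, cut at about 8.4% in these data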;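 further: 0% = DMSO-only wells with no growth and 100% = 10 µM 1-NA-PP1 full growth; inhibition rescues growth on 5-FOA so higher OD means more RAM inhibition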
Efa HMGR inh: inhibitors of E. faecalis class II HMGR, primary screen, biochemical, Enterococcus faecalis. HMG-CoA reductase (Enterococcus faecalis, mvaE). purified E. faecalis HMGR, NADPH absorbance 340 nm kinetic. inhibition, % at 10 µM. actives 0.41% (n = 190,000). AID 1066, 2008;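 active means inhibition above a set limit, the median over all tested compounds plus 3 SD, cut at about 9.5% in these data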;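 further: enzyme runs in reverse so mevalonate oxidation gives rising NADPH absorbance; 0% = complete reaction with DMSO and 100% = background rate lacking mevalonate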
bIAP inhibitor: bovine intestinal alkaline phosphatase inhibitors, primary screen, selectivity assay for TNAP inhibitor project, biochemical, bovine IAP, CDP-star luminescence; alkaline phosphatase, intestinal [Bos taurus]; purified bovine IAP, 30 min; inhibition, % at 20 µM; 190,000 tested, under 10 active; AID 1019, 2008;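 active means over 50% inhibition of intestinal alkaline phosphatase at 20 µM in the single-dose screen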
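System: purified bovine intestinal alkaline phosphatase (IAP) enzyme; Input: IAP diluted 1/65,000,000 in the well; Measured by: CDP-star luminescence signal; Compound dosing: 20 µM single dose; Incubation: 30 min reaction at room temperature.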
PPARg SRC-2 ag: agonists of PPARg-SRC-2 recruitment, primary screen, biochemical, HTS; PPARgamma LBD-SRC-2 recruitment; activation, % at 8 µM; actives 0.34% (n = 200,000); in the data active means activation above about 22%;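 further: 0% = vehicle and 100% = reference agonist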
PPARg SRC-3 ag: PPARgamma agonists recruiting SRC-3 coactivator, primary screen, biochemical; biochemical PPARgamma/SRC-3 coactivator recruitment assay; activation, % at 8 µM; actives 0.26% (n = 200,000); in the data active means activation above about 23%;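 further: 0% = DMSO and 100% = reference agonist; some compounds past the cut are filed as inactive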
Redox H2O2 prof: compounds producing H2O2 with reducing agent – biochemical, NIH compound library profiling, artefact control for MLSCN library redox annotation, primary screen; activation, % at 10 µM; DTT-dependent redox cycling H2O2, phenol red/HRP absorbance; 100% = 100 µM peroxide control, 0% = buffer; actives 0.03% (n = 200,000);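 active means activation of at least 50% relative to the plate's high and low controls in the primary single-dose screen; inactive means activation below 50%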;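 further: compound incubated with DTT at 0.8 mM final as the reducing agent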
SRC2 TRFRET art: TR-FRET signal artefacts, primary screen, artefact control for PPARgamma SRC-2 agonist project, biochemical | AID 1049, 2008 | TR-FRET ratio at 8 µM | actives 0.4% (n = 200,000) | TR-FRET artefact counter-screen; stronger effect = higher value; in the data active means TR-FRET ratio above about 2000; further: inactives centre near 1500
ROMK mod: ROMK potassium channel modulators, primary screen, cell-based, thallium flux, MLSMR library; Tet-inducible ROMK, thallium flux fluorescence; actives lie on both sides; B-score at 10 µM; actives 2% (n = 130,000); AID 1918, 2009;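 active means signal ratio slope over the read window, or its plate-corrected B-score, at least 3 SD from the plate mean, either direction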;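 further: B-score of the F/F0 ratio slope over 7 to 12 s after thallium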
Target sequence (P48048 whole entry, looked up): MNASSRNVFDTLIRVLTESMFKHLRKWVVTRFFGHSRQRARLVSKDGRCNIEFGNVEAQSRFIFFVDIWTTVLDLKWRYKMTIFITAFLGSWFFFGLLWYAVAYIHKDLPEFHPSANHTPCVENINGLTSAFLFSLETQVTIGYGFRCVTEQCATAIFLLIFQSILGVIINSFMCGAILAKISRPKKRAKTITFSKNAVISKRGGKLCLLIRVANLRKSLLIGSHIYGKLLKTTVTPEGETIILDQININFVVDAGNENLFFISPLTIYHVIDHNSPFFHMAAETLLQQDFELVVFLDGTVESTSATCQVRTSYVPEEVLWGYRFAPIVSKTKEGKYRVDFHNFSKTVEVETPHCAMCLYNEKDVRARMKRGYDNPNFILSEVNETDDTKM
* hit, by the source's call; · = no result given.

SMILES | S1P3 antagonist | PPARg SRC-1 ag | Lmaj promast | RAM network inh | Efa HMGR inh | bIAP inhibitor | PPARg SRC-2 ag | PPARg SRC-3 ag | Redox H2O2 prof | SRC2 TRFRET art | ROMK mod
COc1cc(/C=C/C(=O)OCC(=O)c2c(N)n(C)c(=O)n(C)c2=O)ccc1OC(F)F | -0.7 | 1.8 | -8.2 | 4.2 | 4.2 | -9.9 | 0.3 | -2.6 | -0.4 | 1641 | 0.068
Cc1ccc(N/C=C/C(=O)C(C)(C)C)c(O)c1 | · | 7.0 | 4.0 | 0.8 | -2.5 | 11.1 | 6.0 | 1.0 | -0.1 | 1555 | 0.00623
Cc1cccc(NC(=S)N(CCN(C)C)Cc2cc3cccc(C)c3[nH]c2=O)c1 | -8.9 | 0.8 | 95.2* | 0.8 | 0.4 | 31.2 | -6.7 | -1.4 | 0.4 | 1497 | -2.6
CC(=O)N1CCOCCOCCN(C(C)=O)CCOCCOCC1 | 8.5 | 0.6 | -6.8 | 1.9 | -2.8 | -16.7 | -1.4 | 1.6 | 0.5 | 1639 | 1.44
Cn1c(=O)[nH]c(=O)c2cc(C(=O)c3cc(F)ccc3O)cnc21 | -8.6 | 7.1 | 4.8 | 0.8 | 0.5 | -2.9 | -1.2 | 3.6 | -1.1 | 1661 | 0.0461
COc1cccc(Nc2nc3ccccc3n3nnnc23)c1 | · | 2.1 | 0.7 | 4.4 | -1.4 | 22.9 | -0.2 | -6.1 | 0.1 | 1449 | -0.498
C/C(=N\Nc1cc(Cl)nc(C)n1)c1ccccc1 | · | 0.6 | -1.2 | 3.4 | 0.3 | 0.3 | 6.3 | 1.5 | -5.8 | 1432 | ·
CC1=NN(c2ccc(C)cc2)C(=O)/C1=C\c1ccc(Br)s1 | -6.5 | 1.1 | 99.2* | 3.0 | -2.6 | 33.8 | -7.3 | 1.9 | -0.5 | 1542 | -0.212
COC(=O)c1cn(C)c2ccc(S(=O)(=O)N3CCCC3)cc2c1=O | -30.6 | -7.5 | 1.6 | 0.8 | 0.1 | · | 3.3 | 8.6 | 0.0 | 1527 | ·
O=C(Nc1nnc(CSCc2ccc(F)cc2)s1)c1ccc([N+](=O)[O-])cc1 | -10.4 | -2.8 | 0.7 | 3.0 | -5.1 | -5.3 | -1.9 | 0.8 | 0.1 | 1648 | 0.11
O=C(N/N=C/C1C(c2ccccc2)C1(Cl)Cl)c1cccc(Cl)c1 (stereo not drawn) | -1.9 | 5.8 | 1.5 | 2.6 | -3.7 | -7.2 | 12.9 | 4.8 | 0.0 | 1592 | ·
Fc1cccc(-c2oncc2-c2nnnn2-c2ccc(Cl)cc2)c1 | · | 3.5 | -0.4 | 1.4 | 4.0 | 1.9 | -5.9 | 1.0 | 0.4 | 1491 | -7.45*
Nc1c(-c2ccccc2)nc(Cl)nc1-c1ccccc1 | · | 3.3 | -3.5 | 1.7 | -0.2 | 9.3 | 3.0 | 9.6 | -7.0 | 1590 | -0.983
Cc1ccc(CNC(=O)N[C@@H](Cc2ccccc2)C(=O)O)cc1 | -2.2 | 4.3 | -3.9 | 0.8 | -2.1 | · | 1.0 | -0.6 | 0.5 | 1508 | 1.26
Cc1nnnn1CC(=O)Nc1cccc([N+](=O)[O-])c1 | -20.8 | 7.9 | 2.2 | 5.6 | -2.6 | 0.0 | 7.6 | -0.8 | -0.2 | 1709 | -1
Cc1ccc(OCCSc2nnc(-c3ccncc3)n2C)cc1 | 9.9 | 2.8 | -6.3 | 1.3 | -4.1 | 32.6 | -4.7 | 5.6 | 0.0 | 1469 | ·
COc1ccc(C(=O)NC2CCCCCC2)cc1S(=O)(=O)Nc1ccc(Br)cc1 | · | -6.5 | -2.2 | 3.9 | -3.8 | 8.1 | -0.1 | -2.8 | 0.2 | 1454 | 0.934
COC(=O)c1ccccc1NC(=O)c1ccc(COc2ccc(C)c(C)c2)o1 | · | 5.5 | -0.6 | 10.2* | -12.0 | 20.6 | 2.3 | 9.0 | 2.3 | 1618 | ·
COc1cccc(CN(Cc2cccnc2)S(=O)(=O)c2ccc(-n3cnnn3)c(C)c2)c1OC | -24.8 | 3.8 | 98.2* | 0.0 | -0.3 | -10.5 | -6.6 | 8.8 | 2.7 | 1563 | 2.18
CC1=CC(C)(C)C(C(=O)O)C(C(=O)O)C1 (stereo not drawn) | -5.0 | -6.7 | -7.0 | -0.2 | 1.9 | -0.5 | 2.9 | -3.8 | 0.0 | 1386 | -1.46
COc1ccc(C(=O)Nc2cc3c(cc2C#N)OCO3)cc1S(=O)(=O)N1CCN(C)CC1 | -54.1 | 0.9 | -6.6 | 0.8 | 1.3 | 7.4 | 2.8 | 6.5 | -0.3 | 1513 | ·
COc1ccc(OC)c(NC(=O)c2ccccc2SC)c1 | · | 4.5 | 11.6 | 3.2 | -3.4 | 0.0 | -0.7 | 2.3 | 0.4 | 1421 | -0.0211
CCOc1cccc(CN2CCN(Cc3ccc(C)o3)C(CCO)C2)c1O (stereo not drawn) | -23.2 | -10.4 | 11.4 | -0.1 | -6.1 | 1.2 | 0.5 | -8.8 | -0.8 | 1391 | -0.0391
Cc1c([N+](=O)[O-])c([N+](=O)[O-])nn1CC(=O)N1CCCCC1 | 0.9 | 2.4 | 34.8 | 1.6 | -4.7 | 5.0 | 0.4 | 3.2 | 0.3 | 1649 | -0.624
Cc1cc(C(=O)NCCCn2ccnc2)sc1-c1ccccc1 | 0.1 | 0.9 | 99.3* | 2.0 | -8.0 | -13.4 | 13.2 | 4.3 | 0.6 | 1520 | ·
Further structures.
SMILES | S1P3 antagonist | PPARg SRC-1 ag | Lmaj promast | RAM network inh | Efa HMGR inh | bIAP inhibitor | PPARg SRC-2 ag | PPARg SRC-3 ag | Redox H2O2 prof | SRC2 TRFRET art | ROMK mod
CC(C)[C@H](NC(=O)c1ccccc1)C(=O)OCC(=O)N1CCCc2ccccc21 | 0.8 | 0.5 | -0.7 | -1.1 | 0.1 | 30.4 | -2.8 | -4.3 | -0.1 | 1397 | -1.02
COc1cc(CNCCCN2CCOCC2)c(Br)cc1OCC(=O)Nc1ccccc1C | 6.1 | -1.3 | 57.3* | 1.3 | 0.9 | -14.6 | 0.2 | 5.3 | -0.7 | 1597 | -0.669
O=C(Nc1cccnc1)c1cc(-c2ccc(Cl)cc2)on1 | 9.9 | 5.5 | -4.8 | 3.0 | -3.1 | -10.5 | -6.2 | 1.0 | -0.1 | 1504 | 0.551
Cc1cc(=O)n2nc(N3CCCC(C(=O)N4CCN(C)CC4)C3)sc2n1 (stereo not drawn) | -32.1 | -3.1 | -1.8 | 0.8 | -4.4 | 5.0 | 4.7 | -7.8 | 0.9 | 1415 | ·
CC(C)(C)S(=O)(=O)c1cnc2c(S(=O)(=O)c3ccccc3)cnn2c1N | -5.5 | -0.4 | -0.9 | 2.2 | -1.1 | -3.5 | 4.8 | 1.9 | -1.9 | 1414 | -0.0929
CCOc1c(Cl)cc(C(=O)Nc2cccc(C(=O)O)c2)cc1Cl | -4.9 | 1.9 | -7.3 | 1.1 | -4.5 | 5.4 | -5.7 | 3.5 | -0.6 | 1679 | 0.233
COc1ccc(Cl)c(S(=O)(=O)N2CCCC2)c1 | -23.8 | 2.2 | 1.3 | 1.1 | -0.2 | 6.7 | 1.1 | 17.3 | -0.8 | 1666 | 0.372
COc1ccc(OCCNS(=O)(=O)c2cccc([N+](=O)[O-])c2)cc1 | 5.0 | 15.5 | -10.4 | 0.2 | -0.4 | -4.0 | 5.8 | 1.6 | -0.8 | 1581 | 1.45
CCOC(=O)CSc1nc2c(sc(=S)n2-c2ccccc2)c(=O)[nH]1 | 5.9 | -4.7 | -6.7 | -0.3 | 1.3 | 0.1 | -1.9 | 1.9 | 0.9 | 1557 | -1.67
Cc1ccc(C)c(-n2c(SCC(=O)Nc3nnc(C)s3)nnc2-c2ccoc2C)c1 | 6.0 | 1.1 | 13.5 | 6.0 | -1.3 | 3.2 | 1.1 | -4.5 | -1.1 | 1717 | 0.00276
CCCCCC(=O)NC(NC(=S)N1CCOCC1)C(Cl)(Cl)Cl (stereo not drawn) | · | -2.2 | -2.6 | 3.5 | -0.6 | -5.5 | 6.1 | -0.1 | 0.5 | 1557 | ·
O=C(COC(=O)c1ccccc1NS(=O)(=O)c1cccs1)NC1CCCCC1 | -4.6 | -5.7 | 3.3 | 5.0 | 0.9 | 40.1 | 3.1 | -0.1 | -0.4 | 1519 | -0.478
O=C(CCNS(=O)(=O)c1ccc(Br)cc1)NCc1ccc2c(c1)OCO2 | -1.2 | -3.4 | -3.0 | 1.7 | -0.2 | 11.2 | 10.1 | 2.7 | -2.0 | 1546 | ·
O=C(CCc1ccccc1)N1CCN(c2ccc(Cl)cc2)CC1 | · | -7.7 | -1.0 | 1.6 | -6.5 | 4.9 | 1.5 | -4.5 | 1.5 | 1497 | -1.39
CSC1=NC2(CCCCC2)C2=C(CCCC2)N1 | 7.3 | 1.5 | 0.0 | 1.7 | 0.5 | 13.2 | 8.8 | 1.6 | 0.3 | 1438 | -1.17
O=C(COc1ccc(Br)cc1Cl)NC(=O)Nc1ccc2c(c1)OCCO2 | 10.5 | 4.2 | -4.0 | 1.5 | 1.4 | 0.0 | 1.8 | 6.6 | -1.9 | 1463 | 0.0415
Cc1cc(Nc2cccc(Cl)c2)nc(NCc2ccccc2)n1 | 32.1* | 8.6 | 100.4* | 7.9 | -1.6 | 6.1 | 8.0 | -0.2 | -0.6 | 1579 | 0.668
CC(=O)C1=C(C)N(Cc2ccccc2)C(=O)N[C@H]1c1cccc(C(F)(F)F)c1 | 11.0 | 0.0 | 11.3 | -0.8 | -4.4 | -13.0 | -3.0 | -1.0 | 0.5 | 1482 | -0.263
Oc1ccc(N2CCN(c3ncnc4sc5c(c34)CCC5)CC2)cc1 | 45.8 | 6.6 | 28.4 | 1.2 | -6.2 | 5.6 | 10.2 | 8.9 | -0.4 | 1606 | ·

Single records, as listed above. Screens in order: S1P3 antagonist | PPARg SRC-1 ag | Lmaj promast | RAM network inh | Efa HMGR inh | bIAP inhibitor | PPARg SRC-2 ag | PPARg SRC-3 ag | Redox H2O2 prof | SRC2 TRFRET art | ROMK mod
COc1ccc(C(=O)Nc2cc3c(cc2C#N)OCO3)cc1S(=O)(=O)N1CCN(C)CC1 reads -54.1 | 0.9 | -6.6 | 0.8 | 1.3 | 7.4 | 2.8 | 6.5 | -0.3 | 1513 | ·
Oc1ccc(N2CCN(c3ncnc4sc5c(c34)CCC5)CC2)cc1 reads 45.8 | 6.6 | 28.4 | 1.2 | -6.2 | 5.6 | 10.2 | 8.9 | -0.4 | 1606 | ·
